# Coupling enz – coupling enzyme interference in Giardia aldolase counter-screen; activity change, negative = inhibition, % at 58.2 µM, hits read low; coupling enzyme system counterscreen, AmpLite Red fluorescence; 290,000 tested, 0.67% active; in the data active = activity change below about -30%; note: % is set by controls: 0 for no effect and ±100 for the full control effect
#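 Final compound at 57.5 uM, incubated 10 min at RT with coupling enzyme reagent (glyceraldehyde-3-phosphate), then 20 min with substrate and AmpLite Red detection. Fluorescence read at 525/598 nm; tests interference with the coupling assay, not aldolase inhibition.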
# MBNL1 CUG block – MBNL1-poly(CUG) RNA binding inhibition | 280,000 tested, 0.036% active | AID 2675 | TR-FRET MBNL1-His/biotin-(CUG)12 binding, 665/545 ratio | Q9NR56 | Potency, µM (top dose mostly 57.5 µM), for inactives: top-dose activity change, negative = inhibition, hits mostly inhibitors; active = well fitted inhibition curve with a large enough effect in the signal ratio, with a control signal flat, not every such curve was filed as active; inconclusive = small, poorly fitted or top-dose-only effect, or effect the other way, or a change in a side signal; inactive = no such curve, though single readings can be large or run the other way; the % refers to the signal ratio; note: potency is the fitted concentration of half-maximal effect; % is set by controls: 0 for no effect and ±100 for the full control effect
# Target sequence (Q9NR56 whole entry, looked up): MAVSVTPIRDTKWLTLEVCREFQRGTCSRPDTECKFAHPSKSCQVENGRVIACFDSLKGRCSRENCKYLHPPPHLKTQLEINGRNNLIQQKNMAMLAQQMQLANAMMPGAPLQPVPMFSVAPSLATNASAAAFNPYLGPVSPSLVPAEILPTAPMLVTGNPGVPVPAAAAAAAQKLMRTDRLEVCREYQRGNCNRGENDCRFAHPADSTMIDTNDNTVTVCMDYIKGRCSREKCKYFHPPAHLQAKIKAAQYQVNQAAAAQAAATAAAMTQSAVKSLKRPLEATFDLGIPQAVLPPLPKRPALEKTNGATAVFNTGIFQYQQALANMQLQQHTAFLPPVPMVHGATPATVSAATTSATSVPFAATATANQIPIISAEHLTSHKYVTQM
#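 Inhibition of protein-RNA binding appears as loss of TR-FRET between terbium anti-His antibody on MBNL1-His and streptavidin-XL665 on biotin-(CUG)12. Activity is normalized to buffer-only and uninhibited-complex controls.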
# hERG WT inh – inhibitors of human wildtype KCNH2 potassium channel. activity change, % at 1.84 µM. Q12809. 340,000 tested, 0.37% active. AID 720551. U2OS, BacMam KCNH2, thallium flux FluxOr; hits give low values;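 active = maximum activity change below -70%; inconclusive = maximum activity change between -70% and -50%; inactive = maximum activity change above -50%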; note: % is set by controls: 0 for no effect and ±100 for the full control effect
#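 U2OS cells transduced with wild-type KCNH2 virus are loaded with FluxOr dye for 45 min, and thallium flux is measured in kinetic reads before and after stimulation buffer. Rate constants are normalized to DMSO controls.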
# AT treatment – candidate therapy for ataxia-telangiectasia; […] A-T fibroblasts, KAP-1 phosphorylation AlphaLISA; neocarzinostatin DNA damage 30 min before lysis; Potency, µM (titrated, usually from 57.5 µM), for the others: top-dose activation, actives largely listed as activators; 320,000 tested, 0.19% active; note: potency is the fitted concentration of half-maximal effect; % of control where 0% means no effect; nearly all actives have a fitted effect of over 45% in size
#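 ATM-like activity read as KAP-1 phosphorylation via AlphaLISA donor/acceptor antibody pairs after lysis and 6 hr at 25C. Cells were ATM-null patient fibroblasts ([…], hTERT), dosed 60 min, then exposed to the DSB inducer NCS for 30 min.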
# a7 integrin act – activates integrin-mediated alleviation for muscular dystrophy; alpha7betagal myoblasts, beta-gal FDG fluorescence, 48 h; Potency, µM (highest dose often 38.3 µM), for the others: at the highest dose activation, usual class: activators; 350,000 tested, 0.064% active;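 note: potency is the fitted concentration of half-maximal effect; 100% = response of the positive control SU9516; nearly all actives have a fitted effect of over 60% in size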
#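 alpha7betagal+/- myoblasts (passage 13, 250/well) treated 48 h at 37C with compounds at 1:260 dilution of DMSO stock. Lysed, then beta-galactosidase activity read as FDG fluorescence (ex 480/em 540) after 30 min, with pre-read for autofluorescence.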
# S-ASM inh – inhibitors of human secretory acid sphingomyelinase. Potency, µM (doses to about 57.5 µM), without a hit: top-dose activity change, negative = inhibition, usual class: inhibitors. placental ASM, HMU-PC fluorogenic substrate, 60 min. AID 504937. 340,000 tested, 0.006% active; note: potency is the fitted concentration of half-maximal effect
# Target sequence (P17405 47-631 limits assumed): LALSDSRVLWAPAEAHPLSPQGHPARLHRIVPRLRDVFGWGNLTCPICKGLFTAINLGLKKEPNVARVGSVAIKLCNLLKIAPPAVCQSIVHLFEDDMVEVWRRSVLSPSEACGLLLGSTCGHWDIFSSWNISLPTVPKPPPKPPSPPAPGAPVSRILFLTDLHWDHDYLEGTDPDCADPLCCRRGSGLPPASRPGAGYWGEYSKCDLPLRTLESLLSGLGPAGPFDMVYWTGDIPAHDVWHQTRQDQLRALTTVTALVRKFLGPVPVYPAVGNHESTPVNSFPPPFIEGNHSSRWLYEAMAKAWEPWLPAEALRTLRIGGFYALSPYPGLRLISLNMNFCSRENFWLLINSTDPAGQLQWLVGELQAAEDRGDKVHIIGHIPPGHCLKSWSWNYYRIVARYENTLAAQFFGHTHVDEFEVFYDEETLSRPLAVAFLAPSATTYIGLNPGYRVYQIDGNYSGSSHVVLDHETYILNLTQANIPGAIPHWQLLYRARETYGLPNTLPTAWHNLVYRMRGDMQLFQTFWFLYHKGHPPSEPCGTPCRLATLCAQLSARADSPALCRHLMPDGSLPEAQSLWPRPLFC
#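 Fluorescence read-out (Ex 386 nm, Em 447 nm) after stopping the reaction at pH 10. Enzyme: ASM from human placenta; substrate HMU-PC0, 9 uM final; 60 min, 37 °C. Compound preincubation 10 min, ambient temperature.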
# KCNH2 3.1 block – blocks the human KCNH2 3.1 channel isoform; activity change, % (tested at about 1.8 µM); 340,000 tested, 0.95% active; U2OS KCNH2 3.1, thallium flux FluxOr; hits give low values;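 active = maximum activity change below -70%; inconclusive = maximum activity change from -70% to -50%; inactive = maximum activity change above -50%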;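 note: thallium influx rate constant from kinetic fluorescence after stimulation buffer; % is set by controls: 0 for no effect and ±100 for the full control effect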
#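 Thallium flux read-out: FluxOr dye with Red40 quencher in HBSS/HEPES, 45 min at RT. Rate constants from kinetic reads were normalized to positive and negative DMSO controls. Cells: U2OS virally expressing the 3.1 isoform.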
# GALK inh – inhibitors of human galactokinase | P51570 | Purified GALK, Kinase-Glo residual ATP luminescence | Potency, µM (highest dose often 57.5 µM), inactives show at the highest dose activity change, negative = inhibition, usual class: inhibitors | 270,000 tested, 0.007% active | AID 1868; note: potency is the fitted concentration of half-maximal effect; % is set by controls: 0 for no effect and ±100 for the full control effect
#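 ATP-depletion format; final 35 uM ATP, 100 uM D-galactose, 5 nM enzyme; pH 8.0 HEPES/Mg2+ buffer; 60 min RT; luminescence read 10 min after detection reagent.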
# CXXC DNA block – blocks binding of human MLL CXXC domain to DNA; 290,000 tested, 0.037% active; Q03164; MLL-CXXC / FITC-HOXA9 DNA fluorescence polarization; Potency, µM (highest dose often 115 µM), inactives show at the highest dose activity change, negative = inhibition, actives largely listed as inhibitors; AID 2662; active = well fitted inhibition curve with a large enough effect in the polarisation, with a control signal flat, not every such curve was filed as active; inconclusive = small, poorly fitted or top-dose-only effect, or effect the other way, or a change in a side signal; inactive = no such curve, though single readings can be large or run the other way; the % refers to the polarisation; note: potency is the fitted concentration of half-maximal effect
#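 Purified MLL-CXXC (added from a 7 uM solution) was preincubated 5 min at ambient with pinned compounds in 50 mM Tris-HCl pH 7.5, 50 mM NaCl, 1 mM DTT, 0.05% BSA. Fluorescein-labeled HOX-A9 DNA (50 nM solution) followed, 30 min, then polarization read.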
# TRPV1 agonist – human TRPV1 agonism; activation, % at 8.33 µM; AID 540275; TRPV1-expressing cells, Fluo-8 calcium influx, agonist mode; 320,000 tested, 0.19% active; in the data active = activation above about 80%; inconclusive = between about 30% and that limit; note: 0% is about no effect
#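 Cells expressing TRPV1 were dye-loaded with Fluo-8 and read kinetically: 10 s baseline, 3 min after compound (agonist portion), then 2 min after EC20 capsaicin (allosteric enhancer portion). Calcium-bound dye fluorescence at 480/520 nm.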
# * = called active by the depositor; i = inactive; u = inconclusive; x = no result given; [ ] = remark or other dose. Unless noted, calls come from the whole dose curve; as a rule, active = well fitted curve in the direction sought with a large enough effect; inconclusive = small, poorly fitted or top-dose-only effect, or another doubt; inactive = no such curve, though single readings can be large; an effect the other way counts as inactive or inconclusive.
SMILES,Coupling enz,MBNL1 CUG block,hERG WT inh,AT treatment,a7 integrin act,S-ASM inh,KCNH2 3.1 block,GALK inh,CXXC DNA block,TRPV1 agonist
O=C(CCCn1c(=S)[nH]c2cc3c(cc2c1=O)OCO3)NCc1ccco1,2.9,-1.0%,-0.5,0.3%,-6.4%,-1.4%,-10.0,-1.2%,-0.5%,-2.0
Oc1ccc(-c2csc(Nc3ncccn3)n2)c(O)c1,1.7,-5.1%,-1.4,-3.2%,8.1%,-0.8%,-12.1,7.4%,-2.0%,-2.1
CCCOc1cccc(C(=O)Nc2ccccc2C(=O)N2CCN(C)CC2)c1,x,-3.9%,4.7,6.0%,0.3%,4.4%,8.5,6.0%,-4.6%,2.3
O=C(COc1ccc(Cl)cc1Cl)Nc1ccc(-c2ccc(N3CCOCC3)nn2)cc1,x,x,0.3,3.0%,-5.2%,-2.2%,-23.7,x,x,0.0
Cc1c(Cl)cccc1NC(=S)/C(=C(\[O-])c1ccc(Cl)s1)[n+]1ccccc1,-0.8,x,19.8,14.0%,29.0%,-1.3%,10.3,-4.6%,10.8%,3.3
CCOC(=O)c1ccc2c(c1)N(CC(=O)N1CCCCC1)C(=O)C(C)(C)O2,6.8,-0.9%,-1.1,-1.7%,-4.5%,-3.2%,-12.3,-0.5%,2.9%,16.3
c1cc(CNC2C3CC4CC(C3)CC2C4)ccn1 (configuration not stated),0.6,-2.8%,4.9,0.8%,1.1%,3.1%,4.9,-0.4%,0.8%,0.3
CSc1ncccc1C(=O)OCC(=O)NC12CC3CC(CC(C3)C1)C2,x,x,7.3,10.5%,-17.2%,-10.3%,14.3,x,x,x
COc1ccc(F)c(CN2CCCC(CO)(Cc3cccc(Cl)c3)C2)c1 (configuration not stated),-0.7,-7.8%,9.0,0.7%,1.8%,1.3%,-36.2,0.6%,8.9%,27.2
COC(=O)c1ccccc1NC(=O)CSc1nnc(-c2cccnc2)n1C,5.1,-7.7%,12.3,3.6%,-18.6%,3.8%,15.8,0.6%,-0.7%,2.9
Cc1nonc1CC(=O)N1CCc2c([nH]c3ccccc23)C1c1ccccc1F (configuration not stated),0.7,-5.2%,3.5,5.6%,-9.8%,-8.9%,-26.0,2.0%,-2.9%,-5.3
CC(C)(C)OC(=O)N[C@@H](C(=O)OC(C)(C)C)c1ccc2ccccc2c1,x,x,1.3,-4.8%,14.6%,8.1%,2.4,x,x,25.9

# Arranged by formula weight (largest number first): part of the list above.
SMILES,Coupling enz,MBNL1 CUG block,hERG WT inh,AT treatment,a7 integrin act,S-ASM inh,KCNH2 3.1 block,GALK inh,CXXC DNA block,TRPV1 agonist
O=C(COc1ccc(Cl)cc1Cl)Nc1ccc(-c2ccc(N3CCOCC3)nn2)cc1,x,x,0.3,3.0%,-5.2%,-2.2%,-23.7,x,x,0.0
Cc1nonc1CC(=O)N1CCc2c([nH]c3ccccc23)C1c1ccccc1F (configuration not stated),0.7,-5.2%,3.5,5.6%,-9.8%,-8.9%,-26.0,2.0%,-2.9%,-5.3
COC(=O)c1ccccc1NC(=O)CSc1nnc(-c2cccnc2)n1C,5.1,-7.7%,12.3,3.6%,-18.6%,3.8%,15.8,0.6%,-0.7%,2.9
CCCOc1cccc(C(=O)Nc2ccccc2C(=O)N2CCN(C)CC2)c1,x,-3.9%,4.7,6.0%,0.3%,4.4%,8.5,6.0%,-4.6%,2.3
Oc1ccc(-c2csc(Nc3ncccn3)n2)c(O)c1,1.7,-5.1%,-1.4,-3.2%,8.1%,-0.8%,-12.1,7.4%,-2.0%,-2.1
c1cc(CNC2C3CC4CC(C3)CC2C4)ccn1 (configuration not stated),0.6,-2.8%,4.9,0.8%,1.1%,3.1%,4.9,-0.4%,0.8%,0.3

# Remaining list, next part.
SMILES,Coupling enz,MBNL1 CUG block,hERG WT inh,AT treatment,a7 integrin act,S-ASM inh,KCNH2 3.1 block,GALK inh,CXXC DNA block,TRPV1 agonist
CC(C)(C)NS(=O)(=O)c1cc2c3c(c1)CCN3C(=O)CC2,-2.3,0.0%,-4.2,-5.2%,1.1%,5.5%,-3.0,2.5%,12.4%,1.7
O=C(Nc1ccc(Sc2ccc(Br)cc2)cc1)c1ccco1,-4.9,1.7%,-4.5,9.9%,-31.5%[inhibitor],-23.1%,-24.4,1.1%,6.4%,u
CC(C)(C)c1ccc(C(=O)N2CCN(C(=O)c3ccco3)CC2)cc1,1.2,-8.0%,-12.5,0.3%,-3.8%,-3.0%,15.9,-0.3%,-2.2%,26.4
Cc1ccc(NC(=O)CN(C)C(=O)COc2c(Cl)cc(Cl)c3ccc(C)nc23)cc1,2.0,-7.9%,-0.5,4.9%,-6.3%,-1.8%,1.7,0.8%,6.0%,-4.1
O=C(COc1ccccc1Cl)Nc1cnn(Cc2ccccc2)c1,-0.9,-2.6%,0.6,6.3%,27.5%,1.8%,11.5,-1.6%,7.2%,12.4
CCOC(=O)Cc1csc(NC(=O)CSc2nnc(-c3ccc(NS(=O)(=O)CC)cc3)o2)n1,x,x,-5.4,x,0.2%,-0.7%,7.7,x,x,x
CCOCCCn1c(=S)[nH]c2cc(C(=O)NCCOC)ccc2c1=O,-8.7,7.0%,-17.1,0.9%,0.7%,4.2%,-5.3,0.6%,4.4%,-8.6
Cc1ccc2nc(NCC(N)=O)nc(-c3ccccc3)c2c1,-0.2,18.7%,-7.5,31.6%,-25.0%,x,4.4,0.0%,-11.0%,2.6
CCCCC(=O)N(CCOC)c1nnc(-c2ccccc2C)s1,0.5,-5.5%,i,9.5%,u,-0.5%,-14.9,2.1%,-2.7%,17.3
Cc1cccc(CSc2ccc(-c3ccco3)nn2)c1,-0.3,17.1%,-17.4,10.5%,13.1%,-2.6%,-8.1,0.3%,-2.3%,11.7
Cn1cc(C=O)c(-c2ccc3c(c2)OCCCO3)n1,0.0,-6.5%,-3.0,6.7%,-2.0%,1.6%,-3.9,0.5%,-0.2%,8.4
COc1cccc(C(=O)NCC(=O)NNc2ncnc(N)c2[N+](=O)[O-])c1,-1.7,u,-1.3,1.2%,2.9%,-5.5%,4.5,-0.2%,-1.1%,2.0

# In a second layout: results already given
mol	Coupling enz	MBNL1 CUG block	hERG WT inh	AT treatment	a7 integrin act	S-ASM inh	KCNH2 3.1 block	GALK inh	CXXC DNA block	TRPV1 agonist
CCOC(=O)Cc1csc(NC(=O)CSc2nnc(-c3ccc(NS(=O)(=O)CC)cc3)o2)n1	x	x	-5.4	x	0.2%	-0.7%	7.7	x	x	x
CCOCCCn1c(=S)[nH]c2cc(C(=O)NCCOC)ccc2c1=O	-8.7	7.0%	-17.1	0.9%	0.7%	4.2%	-5.3	0.6%	4.4%	-8.6
Cc1ccc2nc(NCC(N)=O)nc(-c3ccccc3)c2c1	-0.2	18.7%	-7.5	31.6%	-25.0%	x	4.4	0.0%	-11.0%	2.6

# Screening data (PubChem)
